Bioassay records (PubChem BioAssay)
GLS inhibitor = glutaminase GLS (human) inhibition; O94925; hit rate 0.21% among 410,000; GLS enzymatic activity, qHTS titration; Potency, µM (series often up to 45.5 µM), without a hit: at the top dose activity change, negative = inhibition, actives largely listed as inhibitors; AID 624170; also: % is scaled to controls: 0 for no effect and ±100 for the full control effect
Target sequence (O94925 whole entry, looked up): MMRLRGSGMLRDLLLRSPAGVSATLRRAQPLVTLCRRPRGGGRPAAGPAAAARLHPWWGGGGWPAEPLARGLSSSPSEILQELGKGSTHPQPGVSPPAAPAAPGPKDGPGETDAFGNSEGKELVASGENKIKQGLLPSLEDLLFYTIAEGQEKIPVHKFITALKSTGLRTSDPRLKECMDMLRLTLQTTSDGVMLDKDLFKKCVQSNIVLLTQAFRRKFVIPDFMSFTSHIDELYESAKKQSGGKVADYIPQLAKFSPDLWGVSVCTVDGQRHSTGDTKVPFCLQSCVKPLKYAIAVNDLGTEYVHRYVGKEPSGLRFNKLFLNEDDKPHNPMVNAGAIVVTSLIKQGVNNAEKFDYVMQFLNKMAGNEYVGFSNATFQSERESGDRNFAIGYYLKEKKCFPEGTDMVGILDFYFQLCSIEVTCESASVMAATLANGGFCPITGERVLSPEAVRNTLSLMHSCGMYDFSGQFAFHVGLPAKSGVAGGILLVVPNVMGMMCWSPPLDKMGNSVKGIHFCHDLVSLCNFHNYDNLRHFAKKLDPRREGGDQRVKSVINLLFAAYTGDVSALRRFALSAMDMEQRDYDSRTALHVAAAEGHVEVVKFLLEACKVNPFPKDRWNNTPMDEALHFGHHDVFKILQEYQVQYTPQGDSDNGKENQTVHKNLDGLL
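Assay buffer: 45 mM KH2PO4 pH 8.2, 0.02% Tween-20. hKGA acts on L-glutamine (1 mM solution added); product glutamate is reported by an oxidase/peroxidase Amplex Red coupling, with fluorescence taken at baseline and 30 min.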
BLM inh = inhibitors of human Bloom syndrome helicase BLM. P54132. recombinant BLM DNA unwinding, fluorescence dequenching. Potency, µM (titrated, usually from 56.1 µM), for the others: at the highest dose activity change, negative = inhibition, usual class: inhibitors. hit rate 0.2% among 350,000. AID 2528;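 also: plate controls were vehicle for no effect and no enzyme for full effect; nearly all actives have a fitted effect of over 35% in size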
G9a block = G9a (human) methyltransferase inhibition; Q96KQ7; G9a H3K9 monomethylation, AlphaScreen, 2 h; Potency, µM (top dose mostly 102 µM), inactives show at the top dose activity, negative = inhibition, usual class: inhibitors; hit rate 8.8% among 350,000; AID 504332; also: % is scaled to controls: 0 for no effect and ±100 for the full control effect; nearly all actives have a fitted effect of over 75% in size
Target sequence (Q96KQ7 913-1193 limits assumed): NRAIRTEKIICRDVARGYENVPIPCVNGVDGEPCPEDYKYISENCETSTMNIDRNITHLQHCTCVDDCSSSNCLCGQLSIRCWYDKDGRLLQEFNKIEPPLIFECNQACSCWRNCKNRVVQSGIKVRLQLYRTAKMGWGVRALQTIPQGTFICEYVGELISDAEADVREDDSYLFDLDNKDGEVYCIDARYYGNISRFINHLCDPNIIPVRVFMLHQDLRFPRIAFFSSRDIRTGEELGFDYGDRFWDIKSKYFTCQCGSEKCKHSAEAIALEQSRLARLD
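Compounds were preincubated with 20 nM G9a for 15 min, after which biotinylated H3K9 peptide (500 nM) and SAM (20 uM) started a 2 h room-temperature reaction. Monomethylated product was quantified by antibody-based AlphaScreen chemiluminescence.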
Pin1 inhibitor = inhibitors of human Pin1 | Q13526 | Pin1 FP peptide displacement, HiFluor488, 10 min | Potency, µM (highest dose often 115 µM), for inactives: at the highest dose activity, negative = inhibition, usual class: inhibitors | hit rate 0.009% among 390,000; active = well fitted inhibition curve with a large enough effect in the polarisation, with a control signal flat, not every such curve was filed as active; inconclusive = small, poorly fitted or top-dose-only effect, or effect the other way, or a change in a side signal; inactive = no such curve, though single readings can be large or run the other way; the % refers to the polarisation; also: % is scaled to controls: 0 for no effect and ±100 for the full control effect
BAZ2B block = BAZ2B (human) inhibition | Q9UIF8 | AlphaScreen BAZ2B-H3K14Ac peptide displacement | Potency, µM (doses to about 114 µM), for inactives: top-dose activity change, negative = inhibition, hits mostly inhibitors | hit rate 4.4% among 360,000; also: % is scaled to controls: 0 for no effect and ±100 for the full control effect; nearly all actives have a fitted effect of over 60% in size
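In this displacement format the biotinylated H3(5-23) peptide acetylated at Lys14 serves as ligand at 50 nM, with BAZ2B at 50 nM in PBS pH 7.4 containing 0.01% Tween-20. Donor and acceptor beads are 10 ug/mL final.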
Pol iota inh = inhibitors of human DNA polymerase iota; Q9UNA4; Pol iota fluorescent replication assay, 10 min; Potency, µM (titrated, usually from 115 µM), for the others: at the highest dose activity, negative = inhibition, actives largely listed as inhibitors; hit rate 1% among 390,000; AID 588590
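Pol iota at 10 nM preincubated 15 min with compounds at room temperature; reaction started with fluorescent substrate, 50 nM final. Fluorescence read kinetically at 0 and 10 min; buffer-only wells as negative control.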
HP1b chromo inh = inhibitors of HP1-beta chromodomain binding to methylated histone tails | P83916 | AlphaScreen HP1-beta / biotin-H3K9me3 peptide binding | hit rate 0.56% among 390,000 | Potency, µM (highest dose often 114 µM), inactives show at the highest dose activity change, negative = inhibition, usual class: inhibitors; also: nearly all actives have a fitted effect of over 70% in size; inactives centre near 23
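AlphaScreen: HP1-beta (50 nM) preformed 30 min with biotin-H3(1-18)K9me3 peptide (50 nM) in PBS pH 7.4, 0.01% Tween-20. Compound added for 30 min at RT, then streptavidin donor/nickel chelate acceptor beads (10 ug/mL) for 30 min.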
JMJD2A Tudor = blocks the human JMJD2A Tudor domain | AID 504339 | O75164 | Potency, µM (series often up to 114 µM), without a hit: at the highest dose activity change, negative = inhibition, most hits filed as inhibitors | AlphaScreen JMJD2A-Tudor / H3K4me3 peptide binding | hit rate 4.4% among 390,000; also: % is scaled to controls: 0 for no effect and ±100 for the full control effect; nearly all actives have a fitted effect of over 50% in size
PGK inhibitor = T. brucei PGK inhibition; P07378; PGK/GAPDH coupled, Kinase-Glo luminescence, 60 min; Potency, µM (doses to about 57.5 µM), without a hit: at the highest dose activity change, negative = inhibition, most hits filed as inhibitors; hit rate 0.043% among 380,000; also: % is scaled to controls: 0 for no effect and ±100 for the full control effect; nearly all actives have a fitted effect of over 60% in size
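Luminescent ATP detection (Kinase-Glo Plus) follows a 60-minute room-temperature incubation, with wells lacking PGK as controls. Buffer: 100 mM TEA (pH 7.6), 5 mM MgCl2, 0.01% Tween-20. Coupling enzyme GAPDH (100 nM final) supplies unstable 1,3-BPG in-well.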
* marks the source's active call; other numbers are inactive results; i = inactive; ? = inconclusive; . = not tested or not shown; [ ] = another dose, or the depositor's remark. Unless noted, calls follow the shape of the dose curve; as a rule, active = well fitted curve in the direction sought with a large enough effect; inconclusive = small, poorly fitted or top-dose-only effect, or another doubt; inactive = no such curve, though single readings can be large; an effect the other way counts as inactive or inconclusive. Potency is read from the fitted curve at half-maximal effect. Only part of the results is shown; count on the stated rates, not on these rows.

SMILES | GLS inhibitor | BLM inh | G9a block | Pin1 inhibitor | BAZ2B block | Pol iota inh | HP1b chromo inh | JMJD2A Tudor | PGK inhibitor
O=C(Nc1ccccc1)C1CCCN1C(=O)Nc1ccccc1[N+](=O)[O-] (stereo not given) | -9% | -1% | 10% | -4% | -21% | -5% | 41%[activator] | -1% | -2%
Cc1cc(OCCn2cc(/C(N)=N/O)c3ccccc32)ccc1Cl | -5% | -7% | ? | 3% | ? | 23% | 2% | ? | -6%
N#C/C(=C\c1c[nH]c2ccccc12)C(=O)NC1CCCC1 | 6% | -14% | -10% | 2% | -36% | -7% | 34% | -34% | 5%
CC(Oc1cccnc1[N+](=O)[O-])C(=O)Nc1cccc(Cl)c1 (stereo not given) | -5% | . | 22%[12.7 µM] | -6% | -22% | 8% | 46% | -17% | -9%
CCOC(=O)Cc1nn(Cc2nc(-c3ccc(C)cc3)cs2)c(=O)c2ccccc12 | -1% | -2% | . | -2% | 2% | 14% | 50%[activator] | 4% | i
COc1ccc(Cl)cc1NC(=O)NC(C)C(C)(C)C (stereo not given) | -10% | -2% | -9% | 2% | -6% | 21% | 49%[activator] | -10% | i
Cc1ccc(SC[C@H](CC(C)C)N2CCN(CCc3ccccc3)CCC2=O)cc1 | 0% | 1% | -2%[12.7 µM] | -4% | -15% | 18% | 12% | ? | -6%
CCC(CO)NC1=CC(=O)CCC1 (stereo not given) | 2% | -5% | -26% | -12% | 1% | -10% | 21% | -21% | i
COc1cccc(-n2nnnc2SCC(=O)Nc2cccc(NC(C)=O)c2)c1 | 3% | -6% | -29%[59 µM] | 5% | -4% | -5% | 14% | -10% | 6%[11.5 µM]
Fc1ccc(C(CCNCc2cccs2)c2ccco2)cc1 (stereo not given) | 5% | -1% | 0% | 3% | -27% | 7%[58.9 µM] | 7% | -16% | 5%

More records.
SMILES | GLS inhibitor | BLM inh | G9a block | Pin1 inhibitor | BAZ2B block | Pol iota inh | HP1b chromo inh | JMJD2A Tudor | PGK inhibitor
CCNC(=S)NNC(=S)NCc1ccccc1 | -5% | 4% | 10µM* | -10% | -27% | 16% | 6% | 1.3µM* | -2%
CCN(c1ccccc1)S(=O)(=O)c1cccc(C(=O)N(C)CCOc2ccccc2)c1 | 3% | . | 7% | 1% | 3% | 4% | 18% | -21% | 0%
O=C(NCc1ccccc1Cl)C1CCN(C(=O)N2CCOc3ccccc32)CC1 | -6% | -2% | -5%[59 µM] | 5% | -3% | 22% | 17% | -7% | i
O=C1CCN(C(=O)Nc2ccccc2Cl)N1 | 27% | -5% | 10µM* | -2% | 2% | -2% | 2% | ? | 2%
CCOc1ccc(NC(=O)c2ncoc2-c2ccco2)cc1 | -21% | -5% | 7%[59 µM] | 3% | -33% | 2% | -8% | -14% | -2%
O=C(CN1C(=O)NC2(CCCc3ccccc32)C1=O)NCc1cccs1 (stereo not given) | 8% | . | 11%[12.7 µM] | 1% | 5% | 3% | 36% | -2% | 3%
COc1ccc(NC(=O)c2ccc3ccccc3c2)cc1NS(=O)(=O)c1ccc(F)cc1 | 12% | -10% | -6%[59 µM] | 17% | -7% | 4% | 4% | -23% | -12%
Cc1ccnc(N2CCC(C(=O)Nc3cccc(C(F)(F)F)c3)CC2)n1 | 4% | -4% | -32%[2.33 µM] | 1% | 49%[activator] | 10% | 22% | -5% | -4%
O=C(CSc1n[nH]c(-c2cccs2)n1)N1CCCC1 | 4% | . | . | 3% | . | -23% | 22% | -16% | 4%
Cc1c(Cl)cccc1NC(=O)NCCOCCn1c(=O)oc2ccccc21 | -13% | 0% | -4%[59 µM] | ? | -4% | -14% | 14% | -18% | 0%

Following part
SMILES | GLS inhibitor | BLM inh | G9a block | Pin1 inhibitor | BAZ2B block | Pol iota inh | HP1b chromo inh | JMJD2A Tudor | PGK inhibitor
C=CCn1c(SCC(=O)N2CCCCC2)nnc1-c1ccncc1 | -6% | 3% | 18% | 15% | -17% | 148%[activator] | 24% | -13% | -2%
CCC/C(=N\NC(=O)CNC(=O)/C=C/c1ccco1)c1ccccc1 | 10% | -2% | 27%[59 µM] | -3% | 8% | -2% | 24% | -13% | -9%
CC12CCC(C)(c3nc4ccccc4nc31)C2(C)C | -1% | -12% | 15%[59 µM] | -7% | 3% | 34%[activator] | 1% | ? | 3%
CCc1c(SCCC(=O)O)nc2ccccc2c1C | -1% | -2% | . | 1% | -14% | 120%[activator] | 24% | -8% | i
CC(C)c1ccc(NC(=O)CSc2nc(=O)n(CCCN3CCOCC3)c3c2CCC3)cc1 | 0% | . | -33% | 4% | -6% | 30% | 8% | -21% | -4%
O=C(CNC(=O)c1ccccc1F)OCc1cc(=O)n2nc(C3CCCCC3)sc2n1 | 8% | 0% | 12%[59 µM] | 1% | -3% | 23% | -7% | -20% | i
O=C(Nc1cccc(C(F)(F)F)c1)c1ccco1 | -5% | -1% | 29%[12.7 µM] | -8% | -5% | 3% | 19% | -13% | i
COc1ccccc1C(=O)N/C(=C\c1cn(S(=O)(=O)N(C)C)c2ccccc12)C(=O)NCCN1CCOCC1 | 12% | 1% | -4%[59 µM] | 1% | -13% | -9% | 29% | -16% | -1%
Cc1ccccc1OCc1nc(-c2ccc(-n3cccc3)cc2)no1 | 0% | -2% | -2% | -2% | 5% | -7% | 35% | 0% | 0%
C#CCOC(=O)c1ccccc1C(=O)OCC#C | 0% | -5% | 2% | -3% | -4% | 5% | 31% | 16% | -3%

New compounds follow:
SMILES | GLS inhibitor | BLM inh | G9a block | Pin1 inhibitor | BAZ2B block | Pol iota inh | HP1b chromo inh | JMJD2A Tudor | PGK inhibitor
O=C(O)c1cc(NN=Nc2ccc(Br)cc2)cc([N+](=O)[O-])c1 | 22% | 8% | 32µM* | -18% | -11% | -19% | -2% | ? | -21%
Cn1cccc1CNC1CCCCC1 | -14% | 2% | 50µM* | 6% | -32% | -6% | 7% | -15% | .
CCOC(=O)Cc1nn(Cc2ccc(Cl)cc2)c(=O)c2ccccc12 | 11% | -7% | 16% | 0% | -2% | -12% | 32% | 4% | 1%
CC(=O)c1ccc(OCCCC(=O)NCCc2ccccc2)cc1 | 0% | -3% | 8% | -10% | -1% | 13% | 37%[activator] | -13% | -10%
O=C(NNC(=O)c1ccccc1Cl)c1ccccc1Cl | 14% | -4% | 18% | 5% | -3% | 27% | 27% | 2% | 2%
CCN1C(=O)[C@H]2[C@@H](c3ccc(-c4ccccc4)c(OC)c3)N[C@@](CC(C)C)(C(=O)OC)[C@H]2C1=O | 0% | . | . | ? | . | -4% | 34% | -24% | 2%
O=C(NCC(=O)N(c1ccc(Cl)cc1)C(C(=O)NC1CCCC1)c1cccnc1)c1ccco1 (stereo not given) | 14% | -2% | 14% | -11% | 0% | 16% | 7% | -13% | -2%
CC1=NN(c2ccccc2)C(=O)/C1=C/C=C/c1ccccc1 | -2% | -11% | 5µM* | 6% | 7.9µM* | 9% | 32µM* | 8.9µM* | i
Cc1cccn2c(=O)c3cc(C(=O)NC4CCCC4)sc3nc12 | 6% | 0% | . | -9% | ? | -6% | 35%[activator] | 10% | 2%
COC(=O)[C@H](Cc1ccc(O)cc1)NC(=O)Cn1cnc(C(=O)Nc2ccc(C)c(C)c2)n1 | 18% | . | . | 6% | . | -30% | 55% | -6% | 5%

New compounds follow
SMILES | GLS inhibitor | BLM inh | G9a block | Pin1 inhibitor | BAZ2B block | Pol iota inh | HP1b chromo inh | JMJD2A Tudor | PGK inhibitor
Cc1ccccc1N1CCN(C2CCCN(C(=O)c3cc[n+]([O-])cc3)C2)CC1 (stereo not given) | -1% | -2% | 15% | 1% | -6% | -4% | 26% | -3% | -4%
Cc1ccc(C(=O)NNC(=O)c2cccc(S(=O)(=O)N3CCOCC3)c2)cc1 | 18% | . | . | 0% | . | 28% | 26% | -12% | -1%
CN(C(=O)c1cccc(NC(=O)C2CCN(C(=O)OC(C)(C)C)CC2)c1)C1CCCCC1 | -8% | . | . | 0% | . | 2% | 17% | -16% | -4%
Cc1noc(C)c1COc1ccccc1C(=O)N1CCN(S(=O)(=O)c2cccc([N+](=O)[O-])c2)CC1 | 3% | . | 5%[59 µM] | -4% | 2% | 30%[activator] | 28% | -8% | -2%
C#Cc1ccc([C@H]2C=C(C(=O)O)O[C@@H](OCCCCO)C2)cc1 | -6% | . | . | -3% | . | 50µM* | 43% | -15% | -12%

Whole records from above. Screens in order: GLS inhibitor	BLM inh	G9a block	Pin1 inhibitor	BAZ2B block	Pol iota inh	HP1b chromo inh	JMJD2A Tudor	PGK inhibitor
`Cc1ccc(C(=O)NNC(=O)c2cccc(S(=O)(=O)N3CCOCC3)c2)cc1` is listed with 18%	.	.	0%	.	28%	26%	-12%	-1%
`Cc1noc(C)c1COc1ccccc1C(=O)N1CCN(S(=O)(=O)c2cccc([N+](=O)[O-])c2)CC1` is listed with 3%	.	5%[59 µM]	-4%	2%	30%[activator]	28%	-8%	-2%
`Cc1ccccc1N1CCN(C2CCCN(C(=O)c3cc[n+]([O-])cc3)C2)CC1` (stereo not given) is listed with -1%	-2%	15%	1%	-6%	-4%	26%	-3%	-4%
`CN(C(=O)c1cccc(NC(=O)C2CCN(C(=O)OC(C)(C)C)CC2)c1)C1CCCCC1` is listed with -8%	.	.	0%	.	2%	17%	-16%	-4%
`C#Cc1ccc([C@H]2C=C(C(=O)O)O[C@@H](OCCCCO)C2)cc1` is listed with -6%	.	.	-3%	.	50µM*	43%	-15%	-12%
